# VLA-4 inh = inhibition in a human VLA-4 binding assay; P13612; actives 0.2% (n = 330,000); AID 2557; inhibition, % (about 7 µM as worked out from the volumes in the protocol); VLA-4 expressing cells, ligand binding flow cytometry; in the data active = inhibition above about 50%
# CIT2 TOR yeast = yeast TOR pathway CIT2-GFP modulation. S. cerevisiae CIT2-GFP strain, flow cytometry, 3 h; 100 means same as DMSO wells. GFP response vs DMSO, % at 10 µM. actives 0.065% (n = 320,000);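 active = GFP response relative to DMSO above a set limit, near the screen mean plus 3 SD, cut at about 150% in these data; inconclusive = Fewer than 70 cells measured for a yeast strain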;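 note: ratio of well median GFP fluorescence to mean of DMSO wells on the plate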
# RPL19A-GFP yeast = alters RPL19A-GFP fluorescence in TOR pathway yeast screen. S. cerevisiae RPL19A-GFP strain, flow cytometry, 3 h; active compounds read low. percent response vs DMSO, % at 10 µM. actives 0.3% (n = 330,000). AID 2025;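 active = percent response vs DMSO below 50%; inconclusive = fewer than 70 events counted for the yeast strain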;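 note: median channel GFP fluorescence of the barcoded RPL19A-GFP strain; ratio of sample median GFP to plate DMSO average so 100% = DMSO; lower means less RPL19A-GFP as with rapamycin TOR inhibition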
# LAP4 TOR yeast = modulators of TOR pathway LAP4-GFP in S. cerevisiae. S. cerevisiae LAP4-GFP multiplex, flow cytometry GFP, 3 h; median GFP as percent of DMSO wells. GFP response vs DMSO, % at 10 µM. actives 0.34% (n = 320,000). AID 2023;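 active = GFP response vs DMSO above a set limit, about the screen mean plus 3 SD, cut at about 150% in these data; inconclusive = under 70 cell events counted for the yeast strain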
# JMJD2C inh = inhibitors of human GASC-1 (JMJD2C) demethylase; AID 2099; inhibition, % at 2.35 µM; actives 0.069% (n = 330,000); Q9H3R0; GST-JMJD2C(1-420) H3K9me3 demethylation, DELFIA europium;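 active = more than half of a compound's replicate wells show inhibition beyond 50%, single wells judged on their own value; inconclusive = some, but no more than half, of replicates pass 50% inhibition; inactive = no replicate passes 50% inhibition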;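 note: signal counts dimethyl H3K9 product captured on neutravidin plate; 0% = median of DMSO wells and 100% = 0.3 times that DMSO median; strong numbers were not always called active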
# Target sequence (Q9H3R0 1-420 limits assumed): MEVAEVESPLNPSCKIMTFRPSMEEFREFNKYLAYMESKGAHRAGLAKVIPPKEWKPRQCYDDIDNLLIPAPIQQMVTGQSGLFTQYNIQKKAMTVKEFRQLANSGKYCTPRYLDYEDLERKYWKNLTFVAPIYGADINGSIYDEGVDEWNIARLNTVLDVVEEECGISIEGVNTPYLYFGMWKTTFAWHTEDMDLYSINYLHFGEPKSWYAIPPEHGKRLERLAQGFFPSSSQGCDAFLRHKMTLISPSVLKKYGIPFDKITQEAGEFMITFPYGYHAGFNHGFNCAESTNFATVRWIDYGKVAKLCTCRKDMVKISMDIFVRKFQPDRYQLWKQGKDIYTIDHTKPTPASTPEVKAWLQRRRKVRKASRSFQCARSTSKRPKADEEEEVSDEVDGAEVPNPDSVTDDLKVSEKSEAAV
# AGP1-GFP MLPCN = yeast TOR pathway AGP1-GFP modulation; S. cerevisiae AGP1-GFP multiplex flow cytometry, 3 h; GFP as percent of DMSO wells; GFP response vs DMSO, % at 10 µM; actives 0.02% (n = 320,000); AID 2066;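 active = GFP response relative to DMSO above a set limit, near screen average plus 3 SD, cut at about 150% in these data; inconclusive = fewer than 70 cells counted for the yeast strain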;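 note: median GFP channel fluorescence of the gated AGP1 strain per well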
# GRK2 inh = human GRK2 inhibition via aptamer displacement | inhibition of aptamer binding, % at 10 µM | bead flow cytometry, FAM-aptamer displacement from GRK2 | P25098 | actives 0.59% (n = 330,000);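 active = inhibition of aptamer binding above 40%, roughly 3 SD of noise, on plates passing a quality check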;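 note: median bead fluorescence of bound FAM aptamer so fluorescent compounds give negative values; no value below 0 was filed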
# Target sequence (P25098 whole entry, looked up): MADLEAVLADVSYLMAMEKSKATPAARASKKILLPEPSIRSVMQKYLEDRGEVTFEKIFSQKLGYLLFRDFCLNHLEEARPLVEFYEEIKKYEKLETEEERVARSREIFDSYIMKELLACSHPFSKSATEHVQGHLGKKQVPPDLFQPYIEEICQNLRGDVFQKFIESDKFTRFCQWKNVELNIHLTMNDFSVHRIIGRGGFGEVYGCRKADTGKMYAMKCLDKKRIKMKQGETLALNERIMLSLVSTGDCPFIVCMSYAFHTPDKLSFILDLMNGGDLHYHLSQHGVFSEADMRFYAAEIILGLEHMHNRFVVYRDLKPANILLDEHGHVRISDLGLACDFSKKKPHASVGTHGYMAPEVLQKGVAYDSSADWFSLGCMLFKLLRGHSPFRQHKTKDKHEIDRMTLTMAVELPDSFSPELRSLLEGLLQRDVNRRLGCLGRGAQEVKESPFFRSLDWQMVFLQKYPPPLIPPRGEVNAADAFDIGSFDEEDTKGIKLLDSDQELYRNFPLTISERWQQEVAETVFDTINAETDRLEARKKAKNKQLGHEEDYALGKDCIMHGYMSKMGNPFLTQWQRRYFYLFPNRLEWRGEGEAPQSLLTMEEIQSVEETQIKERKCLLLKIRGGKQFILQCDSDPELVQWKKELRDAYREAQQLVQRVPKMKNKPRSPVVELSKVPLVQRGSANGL
# MEP2 TOR yeast = yeast TOR pathway MEP2-GFP modulation. S. cerevisiae MEP2-GFP strain, flow cytometry GFP, 3 h; 100% = DMSO control level. AID 2016. GFP response vs DMSO, % at 10 µM. actives 0.51% (n = 330,000);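 active = GFP response versus DMSO above a set limit, roughly screen mean plus 3 SD, cut at about 180% in these data; inconclusive = fewer than 70 cells counted for a yeast strain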;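 note: median GFP fluorescence of the barcode-gated MEP2-GFP cells per well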
# Starred values were filed as active, the others as inactive; ? = inconclusive; . = no result given; [ ] = remark or other dose.
SMILES,VLA-4 inh,CIT2 TOR yeast,RPL19A-GFP yeast,LAP4 TOR yeast,JMJD2C inh,AGP1-GFP MLPCN,GRK2 inh,MEP2 TOR yeast
COc1ccc(C2N(Cc3ccccc3)CC(=O)N2/N=C(\C)c2ccccc2)cc1 (centres undefined),10,97,99,89,3,98,0,103
CCc1ccc(C(=O)COC(=O)c2cccc(N3C(=O)c4c(C)nc5ccccc5c4C3=O)c2)cc1,0,101,100,110,3,104,2,97
CC(C)(C)NC(=O)c1cc2c(ccc3ccccc32)oc1=O,3,94,102,86,-15,90,.,97
c1ccc(-n2nnnc2-n2ccnc2)cc1,-3,95,101,95,7,98,1,102
Cc1cc(C)cc(N2CN=C3SCC(=O)N3C2)c1,10,106,102,99,0,99,0,105
Cc1ccc(/C(COc2ccccc2O)=N\O)cc1,-9,104,99,99,5,97,0,98
C=CCn1c(Cc2ccccc2)n[nH]c1=S,1,101,99,97,-26,103,2,97
O=C(Cn1cnc(Cl)c1Cl)c1ccc(F)cc1,-8,102,109,96,-4,105,0,107
CC(C)CN(CC(C)C)C(=O)CC(=O)NC(=O)c1ccc(Cl)cc1,9,99,96,106,16,99,1,99
COc1cc(/C=C/[N+](=O)[O-])ccc1OC(=O)c1cc2ccccc2oc1=O,18,88,98,113,15,75,1,82
Cc1cc(NC(=O)CSc2cn(CCNC(=O)c3ccccc3)c3ccccc23)no1,0,101,99,103,2,99,0,100
CCN(c1ccc(OC)cc1)S(=O)(=O)c1nnc(NC(=O)COc2ccc(C)cc2)s1,-4,97,100,91,2,93,1,99
Cc1cccc(-n2nnnc2SCn2nnc3ccccc3c2=O)c1,-2,96,98,99,-3,94,0,100
Cc1cc(=O)[nH]c2c1cnn2C(C)c1ccccc1 (centres undefined),25,109,101,92,3,95,0,100
CCc1nc(SCC(=O)c2ccccc2)c2c(=O)n(C)c(=O)n(C)c2n1,-9,87,91,118,6,102,5,94
O=C(Nc1cccnc1)c1cnn2cccnc12,-5,102,95,98,16,104,0,101
CCN(CC)CCCNc1nc(N)c([N+](=O)[O-])c(NCCO)n1,5,103,95,102,2,104,0,98
COc1cccc(/C=N/Nc2ccc(Cl)nn2)c1OC,-5,106,104,105,-2,104,0,104
CC(=O)N1CC=CC1(CC(C)C)C(=O)NCc1cc(F)cc(C(F)(F)F)c1 (centres undefined),13,98,99,125,3,88,3,98
CCCCOc1ccc(S(=O)(=O)Nc2cc(OC)ccc2OC)cc1,7,93,97,102,-28,98,3,98
COC(=O)c1ccc(N)c(N=CC2=C(O)CC(C)(C)CC2=O)c1,0,84,104,87,4,91,1,87
CN(CC(=O)Nc1ccc(F)cc1)CC(=O)N1CCCCC1,21,105,99,102,11,97,0,98
O=C(c1ccccc1-c1ccccc1)N1CCN(c2ccccn2)CC1,20,100,100,101,1,101,0,101
CCC(C(=O)OCC(=O)N(C)c1c(N)n(Cc2ccccc2)c(=O)[nH]c1=O)c1ccccc1 (centres undefined),3,108,105,103,-5,111,2,109
Cc1ccc(-n2nnnc2SCC(=O)Nc2ccc3c(c2)COC3=O)cc1C,-3,110,99,102,12,.,11,97
Cc1ccccc1OCC1CNC(=O)O1 (centres undefined),7,102,103,90,-5,100,0,105
CC(C)C(OC(=O)c1oc2ccccc2c1CSC1CCCCC1)C(=O)NC(N)=O (centres undefined),0,99,97,97,4,99,2,100
Cc1cccc(N(CC(=O)NC2CCCC2)C(=O)CS(=O)CC(=O)Nc2ccc3c(c2)OCO3)c1C (centres undefined),-20,95,97,102,0,99,2,98
O=C(COC(=O)c1cnccn1)c1ccc2c(c1)CCCC2,-5,?,90,90,0,21[may fluoresce violet],0,104
O=C(c1cnc2ccccc2n1)N1CCN(c2ccc(C(F)(F)F)cn2)CC1,-5,80,101,110,-6,99,0,101
Cc1cc2oc(=O)cc(CN3CCC(C)CC3)c2cc1Cl,-7,107,102,102,4,107,0,103
COc1cccc(NC(=O)CSc2nnc(COc3ccc4c(c3)CCCC4)o2)c1,-1,101,101,104,-5,103,0,108
c1coc(Cn2nnnc2CN2CCN(C3CCCC3)CC2)c1,4,87,96,89,-4,92,0,102
O=C(O)CSc1ncnc2c1sc1nc(-c3ccccc3)c3c(c12)CCC3,3,96,98,104,-73,107,1,99
O=C(c1cnn2c(C(F)F)cc(-c3ccccc3)nc12)N1CCN2CCCC2C1 (centres undefined),0,103,98,92,2,101,0,99
COc1ccc2nc(SCC(=O)NN)cc(C)c2c1,12,99,98,95,-7,101,1,98
COCCCn1c2nc3ccccc3nc2c2c(=O)n(Cc3ccccc3Cl)cnc21,-1,93,88,96,23,99,0,108
CC(C)[C@@H](C(=O)NCC1CCCO1)N1C(=O)N2CCc3c([nH]c4ccccc34)[C@@]2(C)C1=O (some centres undefined),-3,101,97,95,.,100,3,100
COCCNC(=O)C(c1ccc(F)cc1)N(Cc1ccco1)C(=O)CCC(=O)Nc1ccccn1 (centres undefined),14,92,102,89,7,99,3,103
O=C(c1cc([N+](=O)[O-])[nH]n1)N1CCSCC1,0,99,100,103,71,105,0,101
CC(=O)N(c1ccccc1)c1nnc(-c2cnc(C)cn2)s1,1,99,99,99,2,101,0,103
COc1ccc(OC)c(NC(=O)COc2ccc(S(=O)(=O)N3CCCC3)cc2)c1,6,96,103,101,0,100,2,104
Cc1ccc(N2CC(C(=O)N3CCOCC3)CC2=O)cc1Cl (centres undefined),6,95,103,93,-14,90,0,97
COc1ccccc1C(=O)Nc1ccc(N2CCCCC2)cc1,-1,113,104,103,-11,102,0,107
Cn1cc(Br)c(C(=O)N/N=C/c2cc3ccccc3nc2Cl)n1,-1,96,102,68,7,86,1,98
O=C(O)C1Cn2c(nc3c(c2=O)C2(CCCC2)Cc2ccccc2-3)S1 (centres undefined),17,107,98,105,-22,103,0,123
CC1=C(C(=O)OCc2ccccc2)C(c2cccc3ccccc23)NC(=O)N1CCCC(=O)O (centres undefined),26,100,107,107,-2,109,4,131
O=C(CNC(=O)Cc1ccc(Cl)cc1)NCc1ccco1,-8,103,98,101,-1,100,1,101
Cc1cccc(OCCOC(=O)C2CCN(S(=O)(=O)c3ccc(C)c(C)c3)CC2)c1,6,101,99,100,8,99,0,101
COc1ccc(N2CCN(C(=O)CC3NC4CCCCC4NC3=O)CC2)cc1 (centres undefined),0,111,107,102,5,105,1,106

# The list goes on:
SMILES,VLA-4 inh,CIT2 TOR yeast,RPL19A-GFP yeast,LAP4 TOR yeast,JMJD2C inh,AGP1-GFP MLPCN,GRK2 inh,MEP2 TOR yeast
CCOC(=O)N1C2=NC(C(=O)OC)=C(C(=O)OC)[C@@H]3N(C)c4ccccc4[C@]23C[C@H]1C(=O)OC,44,68,98,107,3,84,1,97
COc1ccc(-c2[nH]n(-c3ccc([N+](=O)[O-])cc3)c(=O)c2C=NCc2ccncc2)cc1,15,101,111,98,-7,104,0,104
COc1c([N+](=O)[O-])cc(C(=O)NNC(=O)c2ccc(C)cc2)cc1[N+](=O)[O-],11,107,105,98,-3,106,1,109
Cc1ccc(Cn2c(C)nc3ccc([N+](=O)[O-])cc3c2=O)cc1,9,98,92,75,-3,15,0,94
CC1CCCC(C)N1C(=O)COC(=O)c1cc(F)c(F)cc1Cl (centres undefined),-3,107,101,99,3,105,2,104
COc1ccc(N(CC(=O)N2CCc3ccccc3C2)S(=O)(=O)c2c(C)[nH]c(=O)[nH]c2=O)cc1,12,97,97,97,11,99,1,105
OCC1(Cc2ccc(Cl)cc2)CCN(CCCc2ccccc2)CC1,15,92,98,97,5,97,0,102
COc1ccc(-c2oc(=O)n(C)c2-c2ccc(OC)cc2)cc1,4,88,102,110,-1,94,1,104
CCOC(=O)CNC(=O)C12CC3CC(C1)CC(c1ccc(C)cc1)(C3)C2,27,91,100,93,16,95,1,96
CC(=O)Nc1ccc(NS(=O)(=O)c2ccc3c(c2)n(C)c(=O)n3C)cc1,-6,97,103,91,5,95,.,105

# Three compounds out of the list above, sorted by the number in GRK2 inh, lowest first.
Compound	VLA-4 inh	CIT2 TOR yeast	RPL19A-GFP yeast	LAP4 TOR yeast	JMJD2C inh	AGP1-GFP MLPCN	GRK2 inh	MEP2 TOR yeast
Cc1ccc(Cn2c(C)nc3ccc([N+](=O)[O-])cc3c2=O)cc1	9	98	92	75	-3	15	0	94
CCOC(=O)CNC(=O)C12CC3CC(C1)CC(c1ccc(C)cc1)(C3)C2	27	91	100	93	16	95	1	96
CC1CCCC(C)N1C(=O)COC(=O)c1cc(F)c(F)cc1Cl (centres undefined)	-3	107	101	99	3	105	2	104

# Carrying on:
SMILES,VLA-4 inh,CIT2 TOR yeast,RPL19A-GFP yeast,LAP4 TOR yeast,JMJD2C inh,AGP1-GFP MLPCN,GRK2 inh,MEP2 TOR yeast
CCCc1cc(=O)[nH]c(SCC(=O)Nc2cc(S(=O)(=O)N3CCOCC3)ccc2Cl)n1,-2,104,99,95,5,100,0,99
Cc1nn(CCCC(=O)NCc2ccco2)c(=O)c2nn(-c3ccccc3)c(C)c12,7,105,104,103,-1,104,2,105
C=CCSC1=C(C#N)C(c2ccccc2)CC(=O)N1 (centres undefined),0,93,93,108,-5,96,0,106
CCOc1ccc(OCCC(=O)N2CCc3cc(OC)c(OC)cc3C2)cc1,9,106,96,96,-4,89,94*,104
CCOc1cc(CNCCO)c(Cl)cc1OCC(=O)NCCc1ccccc1,0,103,96,106,-1,95,0,98
Cc1cccc(N/N=C2/COC(C)(C)CC2=O)c1,3,116,114,101,-12,104,3,113
Cc1cn(CC2COC(C)(C)O2)c(=O)[nH]c1=O (centres undefined),5,99,92,91,-4,91,0,90
O=C(CSc1nc(-c2ccccc2Cl)ns1)c1ccc(Cl)cc1,8,104,102,97,9,103,0,102
CCCCc1cc(=O)oc2cc(OC3CCCCC3=O)ccc12 (centres undefined),13,89,95,107,7,98,1,94
COc1cc(C2(O)CCCCC2C)cc(OC)c1OC (centres undefined),26,104,103,89,3,96,0,91
OC1(c2cccnc2)CCN(Cc2nnnn2Cc2ccccc2)CC1,5,96,98,97,6,100,0,101
O=C(OCC1CC(c2ccccc2)=NO1)c1ccc(Br)cc1 (centres undefined),33,105,104,103,1,103,1,132
CC(=O)c1nn(-c2ccc(Cl)cc2)cc1C(=O)c1ccccc1,0,99,92,102,.,103,1,92
CCN(CC)CCn1cnc2c([nH]c3cccc(OC)c32)c1=O,-2,99,96,93,9,102,11,102
COc1ccc(-c2nc(SC(CC(=O)NCCO)c3cccs3)n[nH]2)cc1 (centres undefined),1,91,95,94,9,96,0,95
Cc1ccc(-c2ccc(CCC(=O)O)n2NC(N)=S)cc1,11,109,111,101,2,109,3,107
COc1ccc(-c2cc(C(=O)NC3CCCCC3)no2)cc1OC,9,107,105,92,8,103,0,108
CC1(C)Cc2c(cnn2-c2ccccc2)C(NC(=O)CCCN2CCCCC2=O)C1 (centres undefined),15,89,99,84,-10,94,0,89
CC(C)(C)c1ccc(S(=O)(=O)N2CCN(CCC#N)CC2)cc1,12,97,103,111,-16,104,2,97
Cc1cc(C(=O)Nc2cccc3ccccc23)n(-c2ccccc2)n1,5,93,99,98,-6,91,0,99
Cc1ccc(NC(=O)CN2C(=O)CCSc3ccc(S(=O)(=O)N4CCCC4)cc32)cc1,8,98,98,101,6,103,0,101
Cc1ccc(-n2nc(C(=O)O)c(C)c(C#N)c2=O)cc1Cl,21,106,105,96,-6,101,0,108

# Compound activity as filed in PubChem.
